Pin1 inhibitor = qHTS Assay to Find Inhibitors of Pin1. Peptidyl-prolyl cis-trans isomerase NIMA-interacting 1 (Homo sapiens), Q13526. Pin1 FP peptide displacement, HiFluor488, 10 min. Potency, µM (doses to about 115 µM), for the others: at the highest dose activity, negative = inhibition, hits mostly inhibitors. 0.009% of 390,000 active. AID 504891, 2011; active = well fitted inhibition curve with a large enough effect in the polarisation, with a control signal flat, not every such curve was filed as active; inconclusive = small, poorly fitted or top-dose-only effect, or effect the other way, or a change in a side signal; inactive = no such curve, though single readings can be large or run the other way; the % refers to the polarisation; note: potency is the fitted concentration of half-maximal effect; % is set by controls: 0 for no effect and ±100 for the full control effect
ERG Ets-DNA blk = qHTS for Small Molecule Inhibitors of the ERG Ets/DNA interaction | AID 624246, 2012 | fluorescence polarization, His-ERG Ets domain / labelled DNA | Potency, µM (series often up to 76.9 µM), inactives show at the top dose FP activity, negative = inhibition, hits mostly inhibitors | 0.028% of 370,000 active | Transcriptional regulator ERG (Homo sapiens), P11308; active = well fitted inhibition curve with a large enough effect in the polarisation, with a control signal flat; inconclusive = small, poorly fitted or top-dose-only effect, or effect the other way, or a change in a side signal; inactive = no such curve, though single readings can be large or run the other way; the % refers to the polarisation;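 note: polarization taken with two DNA probes labelled with fluorescein and Texas red; potency is the fitted concentration of half-maximal effect; % of control where 0% means no effect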
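His-tagged ERG Ets domain (1 uM in the protein solution; 300mM KCl, 50mM Tris-HCl, 1mM EDTA, 1mM DTT, pH 7.5) received compound, then a probe mix of 5 nM fluorescein-DNA and 100nM Texas-615-DNA. Fluorescence polarization was read for both dyes.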
PI4K2A block = qHTS for small molecular inhibitors of PI4K2A | 0.13% of 420,000 active | purified PI4K2A, ADP-Glo luminescence, 1 h; stronger effect = lower value | activity change, negative = inhibition, % at 76.9 µM | Phosphatidylinositol 4-kinase type 2-alpha (Homo sapiens), Q9BTU6; in the data active = activity change below about -50%; inconclusive = mostly about -30% to -49%;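 note: -100% = wells without enzyme as full effect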
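PI4K2A activity was measured by ADP-Glo luminescence: enzyme (4 ug/mL stock) and phosphatidylinositol (1.2 mM stock) in Tris pH 7.5/MgCl2/EGTA/Triton X-100 buffer were reacted with ATP (300 microM stock) for one hour at ambient temperature.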
Tb PGK inh = qHTS Assay to Find Inhibitors of Phosphoglycerate Kinase | Phosphoglycerate kinase, glycosomal (Trypanosoma brucei brucei), P07378 | PGK/GAPDH coupled, Kinase-Glo luminescence, 60 min | Potency, µM (series often up to 57.5 µM), without a hit: at the highest dose activity change, negative = inhibition, usual class: inhibitors | 0.043% of 380,000 active | AID 602233, 2012; note: potency is the fitted concentration of half-maximal effect; % is set by controls: 0 for no effect and ±100 for the full control effect; nearly all actives have a fitted effect of over 60% in size
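Recombinant glycosomal PGK reaction used 1,3-bisphosphoglycerate generated in-well by GAPDH (100nM final) in 100mM TEA pH 7.6, 5mM MgCl2, 0.01% Tween-20. After 60 minutes at room temperature, ATP was read by Kinase-Glo Plus luminescence end-point.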
HP1b binding inh = HTS for Inhibitors of HP1-beta Chromodomain Interactions with Methylated Histone Tails; Chromobox protein homolog 1 (Homo sapiens), P83916; AlphaScreen HP1-beta / biotin-H3K9me3 peptide binding; Potency, µM (doses to about 114 µM), for inactives: at the highest dose activity change, negative = inhibition, usual class: inhibitors; 0.56% of 390,000 active; note: potency is the fitted concentration of half-maximal effect; nearly all actives have a fitted effect of over 70% in size; inactives centre near 23
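Compound inhibition of the preformed complex between 50 nM HP1-beta and 50 nM biotinylated H3K9me3 peptide was read by AlphaScreen. Buffer was PBS pH 7.4 with 0.01% Tween-20. Incubations ran 30 min at room temperature, with 10 ug/mL donor/acceptor beads.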
JMJD2A Tudor = qHTS Assay for Inhibitors of JMJD2A-Tudor Domain; Lysine-specific demethylase 4A (Homo sapiens), O75164; AlphaScreen JMJD2A-Tudor / H3K4me3 peptide binding; Potency, µM (series often up to 114 µM), without a hit: at the highest dose activity change, negative = inhibition, actives largely listed as inhibitors; 4.4% of 390,000 active; AID 504339, 2011; note: potency is the fitted concentration of half-maximal effect; % is set by controls: 0 for no effect and ±100 for the full control effect; nearly all actives have a fitted effect of over 50% in size
G9a inh = qHTS Assay for Inhibitors of Histone Lysine Methyltransferase G9a | G9a H3K9 monomethylation, AlphaScreen, 2 h | Potency, µM (doses to about 102 µM), for inactives: top-dose activity, negative = inhibition, most hits filed as inhibitors | Histone-lysine N-methyltransferase EHMT2 (Homo sapiens), Q96KQ7 | 8.8% of 350,000 active; note: potency is the fitted concentration of half-maximal effect; % is set by controls: 0 for no effect and ±100 for the full control effect; nearly all actives have a fitted effect of over 75% in size
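Using a bead-based AlphaScreen, monomethylated H3K9 product from 2 h room-temperature reactions (G9a 20 nM, peptide 500 nM, SAM 20 uM) was detected with 0.5 ug/mL rabbit anti-H3K9me1 antibody.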
GLS inhibitor = qHTS for Inhibitors of Glutaminase (GLS) | GLS enzymatic activity, qHTS titration | Glutaminase kidney isoform, mitochondrial (Homo sapiens), O94925 | 0.21% of 410,000 active | AID 624170, 2012 | Potency, µM (series often up to 45.5 µM), for inactives: at the highest dose activity change, negative = inhibition, hits mostly inhibitors; note: potency is the fitted concentration of half-maximal effect; % is set by controls: 0 for no effect and ±100 for the full control effect
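hKGA in 45 mM KH2PO4 pH 8.2, 0.02% Tween-20 with pin-transferred compounds; 1 mM L-glutamine (stock) plus glutamate oxidase/HRP/Amplex Red coupling added. Fluorescence read initially and after 30 min at RT.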
BAZ2B block = qHTS Assay for Inhibitors of BAZ2B; 4.4% of 360,000 active; AID 504333, 2011; AlphaScreen BAZ2B-H3K14Ac peptide displacement; Potency, µM (top dose mostly 114 µM), inactives show top-dose activity change, negative = inhibition, most hits filed as inhibitors; note: potency is the fitted concentration of half-maximal effect; % is set by controls: 0 for no effect and ±100 for the full control effect; nearly all actives have a fitted effect of over 60% in size
Target sequence (Q9UIF8 whole entry, looked up): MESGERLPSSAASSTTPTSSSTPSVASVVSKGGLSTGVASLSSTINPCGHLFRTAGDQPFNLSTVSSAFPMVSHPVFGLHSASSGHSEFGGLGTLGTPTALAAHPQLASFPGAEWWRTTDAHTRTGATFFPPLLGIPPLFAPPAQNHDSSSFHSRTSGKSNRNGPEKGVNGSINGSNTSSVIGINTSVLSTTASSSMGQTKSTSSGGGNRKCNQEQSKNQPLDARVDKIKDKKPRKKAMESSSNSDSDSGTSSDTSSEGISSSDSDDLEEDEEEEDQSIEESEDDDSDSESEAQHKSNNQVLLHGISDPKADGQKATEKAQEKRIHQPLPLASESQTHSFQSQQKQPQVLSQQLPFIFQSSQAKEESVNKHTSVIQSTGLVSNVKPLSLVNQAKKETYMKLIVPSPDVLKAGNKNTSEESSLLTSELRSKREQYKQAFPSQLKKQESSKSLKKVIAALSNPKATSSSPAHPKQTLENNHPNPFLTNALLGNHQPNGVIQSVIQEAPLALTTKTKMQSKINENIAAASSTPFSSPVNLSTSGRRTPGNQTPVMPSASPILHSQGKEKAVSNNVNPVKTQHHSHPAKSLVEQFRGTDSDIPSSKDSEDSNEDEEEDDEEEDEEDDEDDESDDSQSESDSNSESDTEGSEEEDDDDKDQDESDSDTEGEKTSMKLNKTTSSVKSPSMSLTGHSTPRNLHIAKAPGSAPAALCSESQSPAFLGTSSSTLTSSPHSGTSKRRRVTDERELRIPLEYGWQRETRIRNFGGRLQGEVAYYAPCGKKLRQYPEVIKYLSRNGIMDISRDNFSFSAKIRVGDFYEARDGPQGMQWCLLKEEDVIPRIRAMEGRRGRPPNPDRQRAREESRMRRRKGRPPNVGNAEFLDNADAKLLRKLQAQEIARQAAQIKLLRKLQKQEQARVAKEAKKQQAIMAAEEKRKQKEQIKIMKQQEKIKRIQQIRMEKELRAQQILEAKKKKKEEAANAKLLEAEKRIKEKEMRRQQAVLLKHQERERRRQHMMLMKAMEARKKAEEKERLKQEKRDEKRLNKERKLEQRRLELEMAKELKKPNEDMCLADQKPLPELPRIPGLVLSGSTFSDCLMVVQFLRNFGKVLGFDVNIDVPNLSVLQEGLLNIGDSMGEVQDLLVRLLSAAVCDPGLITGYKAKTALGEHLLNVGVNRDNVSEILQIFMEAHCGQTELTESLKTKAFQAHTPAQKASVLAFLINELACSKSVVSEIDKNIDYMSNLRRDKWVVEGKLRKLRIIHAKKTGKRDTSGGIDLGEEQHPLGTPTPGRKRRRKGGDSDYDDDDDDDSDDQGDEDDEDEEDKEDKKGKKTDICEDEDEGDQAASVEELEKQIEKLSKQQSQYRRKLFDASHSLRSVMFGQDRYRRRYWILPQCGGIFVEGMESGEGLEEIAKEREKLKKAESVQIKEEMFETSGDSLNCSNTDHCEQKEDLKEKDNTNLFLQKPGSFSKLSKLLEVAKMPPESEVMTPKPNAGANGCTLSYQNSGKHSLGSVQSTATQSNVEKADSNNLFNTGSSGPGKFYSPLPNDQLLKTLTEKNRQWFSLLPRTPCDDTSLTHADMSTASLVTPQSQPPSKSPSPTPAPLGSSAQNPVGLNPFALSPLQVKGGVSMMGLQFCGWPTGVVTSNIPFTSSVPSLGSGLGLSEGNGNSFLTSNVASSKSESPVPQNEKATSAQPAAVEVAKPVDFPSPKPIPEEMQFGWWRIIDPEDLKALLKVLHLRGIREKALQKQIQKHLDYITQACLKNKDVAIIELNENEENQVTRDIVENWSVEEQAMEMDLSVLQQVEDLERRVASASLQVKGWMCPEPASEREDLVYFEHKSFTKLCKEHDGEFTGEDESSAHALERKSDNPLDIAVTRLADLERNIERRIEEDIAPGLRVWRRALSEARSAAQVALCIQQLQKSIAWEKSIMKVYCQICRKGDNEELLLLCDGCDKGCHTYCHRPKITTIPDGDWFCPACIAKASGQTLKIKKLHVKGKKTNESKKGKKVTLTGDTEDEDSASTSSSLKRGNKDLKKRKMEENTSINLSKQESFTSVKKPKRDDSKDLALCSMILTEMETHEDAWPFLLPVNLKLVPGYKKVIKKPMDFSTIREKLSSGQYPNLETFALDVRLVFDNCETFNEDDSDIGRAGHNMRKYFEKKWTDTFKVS
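Compounds, titrated to a top concentration of 110 uM, were incubated 30 min at room temperature with preformed BAZ2B/acetyl-K14 H3 peptide complex (50 nM each). Proximity signal was measured by AlphaScreen after 20 min with beads.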
* marks the source's active call; other numbers are inactive results; i = inactive; ? = inconclusive; · = not tested or not shown; [ ] = another dose, or the depositor's remark. Unless noted, calls come from the whole dose curve; as a rule, active = well fitted curve in the direction sought with a large enough effect; inconclusive = small, poorly fitted or top-dose-only effect, or another doubt; inactive = no such curve, though single readings can be large; an effect the other way counts as inactive or inconclusive. Compounds were not picked by outcome. Share with any hit: about 11%.

Below each SMILES – Pin1 inhibitor	ERG Ets-DNA blk	PI4K2A block	Tb PGK inh	HP1b binding inh	JMJD2A Tudor	G9a inh	GLS inhibitor	BAZ2B block
> CC(NC(=O)C(=O)N1CCCCC1)C(c1cccs1)N1CCN(C)CC1 (centres undefined)
 : -6%	2%	5	0%	44%[activator]	-13%	·	5%	1%
> CCOC(=O)C1=C(C)NC2=C(C(=O)CC(C)(C)C2)C1c1cccc(C)n1 (centres undefined)
 : 0%	-1%	-1	-1%	33%	-6%	-24%	29%	-1%
> COC(=O)c1ccc(Nc2nc(C)cc(C)n2)cc1
 : 6%	-5%	5	-1%	27%	-7%	·	1%	2%
> Cn1c(=O)n(-c2cccc(Cl)c2)c(=O)c2c3c(sc21)COC(C)(C)C3
 : -5%	-13%	3	2%	16%	7%	3%[12.7 µM]	·	-3%[57.1 µM]
> Cc1cc(/C=C(\C#N)C(=O)Nc2ccccc2)c(C)n1-c1ccc(C(=O)O)cc1
 : -15%	?	-5	-5%	34%	-15%[11.4 µM]	-24%	-1%	-34%
> N#Cc1ccccc1OCC(=O)Nc1cccc(S(=O)(=O)N2CCCCCC2)c1
 : 1%	-19%	4	i	26%	-2%	-5%[59 µM]	-11%	-3%
> CC1(C)CC(CCN(Cc2ccccc2)C(=O)c2ccco2)(c2ccccc2)CCO1 (centres undefined)
 : 3%	10%	-1	i	22%	-14%	0%[59 µM]	-1%	-8%
> O=c1oc2ccccc2c(NCc2ccccc2F)c1[N+](=O)[O-]
 : -3%	-13%	-6	-7%	23%	-2%	4%	-1%	-17%
> CNCc1ccccc1OCc1ccccc1F
 : -4%	-2%	-1	2%	32%	-10%	-37%	-20%	-12%
> Oc1c(CN2CCCC2)cc(COCc2ccccc2)c2cccnc12
 : 7%	·	-8	-10%	34%	25µM*	-18%[12.7 µM]	13%	18µM*
> COc1ccc(S(=O)(=O)Nc2ccc3c(c2)C(=O)N([C@H](C)CO)C[C@H](C)[C@H](CN(C)Cc2ccc(C(=O)O)cc2)O3)cc1
 : 8%	9%	5	i	54%[activator]	-3%	·	-6%	·
> Cc1cc(OC(=O)c2ccccc2Cl)cc(=O)n1C
 : -6%	1%	65	3%	61%	-5%	27%[12.7 µM]	1%	-1%
> CCOc1ccc(N2C(=O)CN(C)C2=S)cc1
 : -8%	0%	2	-3%	31%	-12%	-3%[59 µM]	8%	4%
> Nc1ccc(S(=O)(=O)c2cc(O)c3ccccc3c2O)cc1
 : -17%	·	-13	-8%	13µM*	45µM*	·	?	·
> COc1ccc(Cn2c(CCC(=O)NCCC(C)C)nc3ncccc3c2=O)cc1
 : -1%	-1%	1	-8%	9%	-11%	19%	-2%	-20%
> Cc1ccccc1NC(=S)NNC(=O)c1ccco1
 : -11%	-7%	-1	-2%	40%[activator]	-8%	7%	0%	-16%
> CCc1ccccc1NC(=O)CCCSc1nc2ccccc2s1
 : -6%	-4%	1	i	20%	-8%	2%[59 µM]	0%	-5%
> Cc1ccc(CNC(=O)c2cc(S(=O)(=O)N3CCOCC3)cn2C)cc1
 : 0%	-9%	-6	-1%	30%	-29%	3%	1%	-30%
> Cc1nnc(NC(=O)c2c(F)cccc2F)s1
 : -6%	2%	-1	-2%	43%[activator]	-1%	-13%[59 µM]	-2%	7%
> COc1ccc(S(=O)(=O)N(Cc2ccco2)Cc2cc3ccccc3[nH]c2=O)cc1
 : 5%	15%	19	i	37%	-6%	17%	-19%	-28%
> OCC[C@H]1C[C@@H](O)[C@H](O)[C@]2(CCCCO2)O1
 : 0%	5%	3	1%	18%	-22%	-7%[59 µM]	-6%	1%
> COCCNC(=S)N/N=C(\C)c1ccc(C)c([N+](=O)[O-])c1
 : 1%	0%	-17	11%	-2%	?	-4%[59 µM]	-8%	-32%
> CCOC(=O)C(C)Oc1ccccc1C1NC(=O)NC(C)=C1C(=O)Nc1ccc(C)c(C)c1 (centres undefined)
 : 0%	2%	-2	-4%	15%	-17%	-4%[12.7 µM]	1%	11%
> Oc1c(Cl)cc(Cl)cc1C=Nc1cc(C(F)(F)F)ccc1N1CCc2ccccc2C1
 : -18%	-3%	-25	?	52%[activator]	-19%	6%[2.33 µM]	?	-6%
> O=C(COc1ccccc1Cl)Nc1ccc2nc(SCC(=O)N3CCOCC3)sc2c1
 : -2%	1%	1	i	25%	-6%	7%[59 µM]	4%	?
> COc1ccc(N2CCN(C(=O)CNC(=O)c3ccccc3Cl)CC2)cc1
 : -3%	-1%	1	-13%	17%	-20%	?	-4%	-1%
> CCOC(=O)C1=C(CS(=O)(=O)c2ccc(Br)cc2)NC(=O)NC1c1ccccc1 (centres undefined)
 : -2%	1%	0	i	30%	-18%	-18%[59 µM]	-1%	-12%
> Cc1ccc(-c2nn(-c3ccccc3)cc2CN(C)C(=O)CCC(=O)O)cc1C
 : -10%	-17%	2	1%	14%	1%	-25%	7%	-22%
> COc1ccc(Cl)cc1NC(=O)c1cnc(SC)nc1-c1ccccc1
 : ?	-8%	3	-2%	29%	14%	13%[59 µM]	-11%	8%
> O=C(Cn1ccc(C(F)(F)F)n1)NNC(=O)c1cccnc1
 : -1%	12%	-1	-5%	29%	-9%	38%	21%	-15%
> Cc1cccc(S(=O)(=O)NCCc2ccccc2)c1
 : 12%	8%	7	-2%	35%	-10%	5%	-7%	-2%
> Cc1csc(SCC(=O)c2cc(C)n(Cc3cccs3)c2C)n1
 : 13%	7%	-16	-3%	-11%	-28%	-23%[59 µM]	-2%	?
> Cc1ccccc1CNC(=O)C(=O)NCCC1CCCCN1S(=O)(=O)c1ccccc1 (centres undefined)
 : -1%	·	1	3%	25%	-9%	-5%	5%	8%
> COc1cccc(C(=O)Nc2nc3ccc(S(C)(=O)=O)cc3s2)c1
 : 1%	1%	-13	-4%	3%	-5%	?	0%	-5%
> Cc1onc(-c2ccccc2)c1C(=O)Nc1ccc(S(=O)(=O)NC(C)(C)C)cc1
 : 2%	24%	3	i	32%	-2%	·	-5%	-32%
> O=C(Nc1ccccc1F)c1ccc(CSc2ncccn2)cc1
 : 1%	-4%	-14	2%	23%	1%	?	3%	-16%
> COc1ccc(C(=O)c2c(NC(C)=O)sc3c2CCN(C(=O)OC(C)(C)C)C3)cc1
 : 7%	-1%	7	-8%	-21%	-32%	-28%[59 µM]	-11%	?
> COCCN(C(=O)COC(=O)/C=C/c1ccccc1Cl)c1c(N)n(Cc2ccccc2)c(=O)[nH]c1=O
 : 3%	-3%	2	-2%	8%	-14%	?	11%	-1%
> CCCCn1c(N)c(N(CCOC)C(=O)c2cccc(S(=O)(=O)N3CCCCCC3)c2)c(=O)[nH]c1=O
 : 0%	-1%	5	1%	17%	4%	?	4%	-5%
> O=C(CCCN1C(=O)/C(=C\c2ccccc2)SC1=S)Nc1ccc(O)cc1C(=O)O
 : -5%	-7%	-10	i	36%	5%	·	31%[activator]	35µM*
> O=C(COc1ccc(/C=N/NS(=O)(=O)c2ccccc2)cc1)Nc1ccc(F)cc1
 : -1%	4%	-1	-5%	18%	-24%	-40%	19%	0%
> CC(=O)Nc1cccc(C(=O)N2CCC(n3nccc3NC(=O)CC(C)C)CC2)c1
 : -6%	3%	-2	7%	19%	-8%	6%[0.501 µM]	9%	-5%
> Cc1c(C2(O)CCCCC2)[nH]c2cc(C(F)(F)F)ccc12
 : -2%	-7%	4	-6%	16%	-20%	·	-4%	·
> O=C(Oc1ccc2c(=O)c(Oc3ccc4ccccc4c3)coc2c1)c1ccco1
 : 15%	-6%	43	7%	17%	0%	?	18%	-2%
> CN(CCN1CCOCC1)Cc1nc(-c2ccc3c(c2)OCO3)no1
 : -7%	-6%	-4	-5%	50%[activator]	4%	-31%	0%	-34%
> COc1ccc(NC(=O)CN2CCN(CC(=O)Nc3ccccc3Cl)CC2)cc1
 : -5%	2%	8	4%	40%[activator]	-14%	·	17%	-7%
> O=c1[nH]c2ccccc2nc1C(Nc1ccccc1)c1ccccc1 (centres undefined)
 : -4%	-3%	3	-7%	48%[activator]	-7%[11.4 µM]	5%	3%	1%
> O=c1[nH]c(CN2CCN(S(=O)(=O)c3ccc4c(c3)OCCO4)CC2)nc2sc3c(c12)CCCC3
 : 14%	-6%	0	4%	15%	-25%	?	1%	9%
> Cc1cc(OCC(=O)NCCCN2CCCC2=O)c2c(C)c(C)c(=O)oc2c1
 : 5%	-2%	1	7%	31%	-13%	9%	-7%	-13%[57.1 µM]
> COc1ccc(-c2noc(N3CCC(C(=O)N4CCN(c5cccc(C)c5C)CC4)CC3)n2)cc1
 : -3%	1%	-2	13%	26%[57 µM]	-7%	-2%[59 µM]	7%	2%
> CC(=O)/C=C(\C)NCCNc1c(F)c(F)c(CO)c(F)c1F
 : 6%	-2%	3	-7%	-2%	-14%	?	8%	-6%

Screening results (PubChem BioAssay)
